BioA inh: BioA (M. tuberculosis) enzyme inhibition | purified M. tuberculosis BioA enzyme, plate reader | inhibition, % at 9.99 µM | 360,000 compounds, 0.096% hits | AID 602481; in the data active = inhibition above about 40%
FBA Mtb inh: inhibits M. tuberculosis FBA enzyme | purified M. tuberculosis FBA, fluorescence read-out | inhibition, % at 1 µM | 360,000 compounds, 2.3% hits; in the data active = inhibition above about 27%;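 note: 0% = vehicle and 100% = reference inhibitor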
Target sequence (P9WQA3 whole entry, looked up): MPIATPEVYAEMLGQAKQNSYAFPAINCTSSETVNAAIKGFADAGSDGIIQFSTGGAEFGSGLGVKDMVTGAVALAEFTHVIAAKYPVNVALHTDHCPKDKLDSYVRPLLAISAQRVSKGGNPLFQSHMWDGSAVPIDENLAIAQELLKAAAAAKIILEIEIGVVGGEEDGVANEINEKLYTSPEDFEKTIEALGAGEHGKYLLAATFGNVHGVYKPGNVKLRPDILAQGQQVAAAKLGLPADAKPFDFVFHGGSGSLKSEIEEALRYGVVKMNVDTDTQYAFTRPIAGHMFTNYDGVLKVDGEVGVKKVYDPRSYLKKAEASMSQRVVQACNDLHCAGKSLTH
Rv3671c inh: inhibitors of M. tuberculosis serine protease Rv3671c; 320,000 compounds, 0.048% hits; P9WHR9; inhibition, % at 5.96 µM; AID 2606; in the data active = inhibition above about 38%;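 note: extracellular domain of Rv3671c used as enzyme; 0% = enzyme with DMSO and 100% = no enzyme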
Mtb UGM inh: inhibitors of M. tuberculosis UDP-galactopyranose mutase. inhibition, % at 10 µM. purified UGM, fluorescence polarization probe displacement. 320,000 compounds, 0.06% hits. AID 504406. P9WIQ1; in the data active = inhibition above about 10%, passing the limit was not always enough
Target sequence (P9WIQ1 whole entry, looked up): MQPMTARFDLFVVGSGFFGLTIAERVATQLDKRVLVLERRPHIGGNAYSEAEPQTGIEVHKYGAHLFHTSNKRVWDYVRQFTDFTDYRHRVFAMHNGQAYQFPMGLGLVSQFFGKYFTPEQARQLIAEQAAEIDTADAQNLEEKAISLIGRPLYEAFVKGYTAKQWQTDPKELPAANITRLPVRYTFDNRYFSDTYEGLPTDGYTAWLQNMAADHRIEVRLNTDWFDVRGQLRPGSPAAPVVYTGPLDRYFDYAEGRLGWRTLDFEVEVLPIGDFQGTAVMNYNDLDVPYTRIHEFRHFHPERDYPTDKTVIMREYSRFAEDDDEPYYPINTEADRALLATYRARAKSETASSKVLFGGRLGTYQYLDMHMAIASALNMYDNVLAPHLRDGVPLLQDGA
Vc quorum ag: quorum light induction in luxS cqsA deficient V. cholerae. V. cholerae BH1578 lux reporter, luminescence, 6 h. activation, % at 18.7 µM. 350,000 compounds, 0.16% hits. AID 588436; in the data active = activation mostly above about 9.7%, no sharp cut-off; note: not every result past the cut was called active; inactives centre near 0; reference of the scale not given here
VHR inh abs: inhibitors of human VHR1 phosphatase (DUSP3). 290,000 compounds, 0.52% hits. inhibition, % at 13.3 µM. P51452. recombinant VHR phosphatase, pNPP absorbance; in the data active = inhibition above about 50%; note: some compounds called inactive have numbers as strong as hits
Target sequence (P51452 whole entry, looked up): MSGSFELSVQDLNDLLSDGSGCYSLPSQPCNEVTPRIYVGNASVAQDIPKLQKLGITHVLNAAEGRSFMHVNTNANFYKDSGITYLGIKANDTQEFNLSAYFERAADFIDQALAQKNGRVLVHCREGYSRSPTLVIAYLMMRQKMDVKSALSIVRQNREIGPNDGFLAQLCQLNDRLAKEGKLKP
GDH-TPI inh: GDH-TPI coupled enzyme inhibition counter-screen | GDH-TPI coupled enzyme counterscreen, NADH absorbance | inhibition, % at 4.8 µM | 360,000 compounds, 1.2% hits | AID 588335; in the data active = inhibition above about 30%;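 note: 0% = DMSO wells and 100% = wells lacking the enzyme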
SARS 3CLpro inh: SARS-CoV 3CLpro protease inhibition; P0C6X7; recombinant SARS-CoV 3CLpro, quenched FRET peptide cleavage; inhibition, % at 6 µM; 290,000 compounds, 0.14% hits; in the data active = inhibition above about 12%
MazF activator: increases E. coli MazEF RNase cleavage of RNA. P0AE70. FAM/BHQ RNA-DNA oligo cleavage fluorescence, 5 h. activation, % at 20 µM. 350,000 compounds, 0.32% hits. AID 504720; in the data active = activation above about 50%
Target sequence (P0AE70 whole entry, looked up): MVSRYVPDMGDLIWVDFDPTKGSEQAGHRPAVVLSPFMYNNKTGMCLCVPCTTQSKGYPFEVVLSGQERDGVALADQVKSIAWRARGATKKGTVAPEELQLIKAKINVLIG
SSB-PriA inh: blocks PriA binding to SSB C-terminal tail. AlphaScreen SSBct-PriA binding, biotinylated peptide. 430,000 compounds, 0.6% hits. AID 1272365. inhibition, % at 33 µM; in the data active = inhibition mostly above about 37%, no sharp cut-off; inactive = mostly below about 20%;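 note: plate controls were negative control peptide for no effect and reference peptide for full effect; strong numbers were not always called active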
* hit, by the source's call; i = inactive; . = not tested or not shown; & = joins results of further samples. These rows are one share of the data (hit frequency here may not be typical).

SMILES	BioA inh	FBA Mtb inh	Rv3671c inh	Mtb UGM inh	Vc quorum ag	VHR inh abs	GDH-TPI inh	SARS 3CLpro inh	MazF activator	SSB-PriA inh
CC(C)=C1SC(N2CCN(c3cccc(C(F)(F)F)c3)CC2)=NC1=O	1.6	2	5	-1.7	-0.2	19	4	4	8	0&-10
COc1cc(C(=O)NNC(=O)c2ccc(NC(C)=O)cc2)cc(OC)c1OC	-2.1	5	12	0.8	-0.4	31	9	1	-8	-14
Cc1cccc(-c2nnc(SCC#N)n2-c2ccccc2)c1	44*	-2	2	0.5	i	25	-3	-4	-2	-6
O=C(Nc1nnc(C2CCCCC2)s1)c1cccs1	-3.2	3	-13	1.2	i	-9	15	1	-16	-4
COc1ccc(CCC(=O)N(C)CC(=O)Nc2ccc(N3CCOCC3)cc2)cc1	-2.0	-8	-3	-2.9	-0.5	16	-3	-2	-2	-16
Cc1cccc(NC(=O)CCC(=O)c2cccs2)n1	-2.5	13	-11	-1.4	-0.2	.	7	.	8	-1
O=[N+]([O-])c1ccc2nc(C(O)C(O)c3nc4ccc([N+](=O)[O-])cc4[nH]3)[nH]c2c1 (centres undefined)	-0.2	-3	-1	1.3	i	34	23	4	9	-4
C=C(C)CNC(=S)Nc1cccc(S(=O)(=O)NC2=NCCC2)c1	-0.1	1	-1	-2.4	-0.3	6	-6	-6	-7	4
CCCN1C(=O)/C(=C\C=C2\N(CC)c3ccccc3C2(C)C)SC1=S	-1.6	-1	.	.	-0.3	-1	3	7	-209	8
CCOc1ccc(NS(=O)(=O)c2ccc(NS(C)(=O)=O)cc2)cc1	-0.3	0	-3	0.2	i	-2	0	-4	-6	-12
Cc1cc(C)nc(SCCCNCc2c(F)cccc2Cl)n1	5.0	1	10	-0.3	-0.4	-22	-8	-1	-4	8
CC(O)(c1cccc(F)c1)c1nc(-c2ccc3ccccc3c2)cs1 (centres undefined)	-0.3	-3	.	.	-0.4	.	-1	.	.	.
CCOC(=O)C1CCCN(S(=O)(=O)c2ccc3c(c2)NC(=O)CO3)C1 (centres undefined)	-0.5	1	3	0.3	i	27	-3	-3	2	1
CC(=O)C1=C(C)Nc2ncnn2C1c1ccc(O)cc1 (centres undefined)	-5.2	-3	0	2.5	i	58*	6	-3	4	3
CC(=O)Oc1c(C)c(=O)n(C)c2ccccc12	-1.2	6	-8	1.7	-0.5	-14	18	2	7	1
NS(=O)(=O)c1cccc(NC(=O)CCN2C(=O)C3CCCCC3C2=O)c1 (centres undefined)	-0.8	-1	-8	-1.4	i	.	-3	.	0	-15
CCN(CC)C(=O)Cn1cc(S(=O)(=O)CC(=O)NCCc2ccc(OC)c(OC)c2)c2ccccc21	2.1	23	8	-1.1	-0.2	6	-18	-1	-1	-17
Oc1c(Br)cc(Br)cc1CNc1nccs1	-1.1	-1	.	-1.2	-0.5	13	-1	-1	2	-5
CCSC(=Nc1ccccc1)Nc1ccccc1	.	-1	-5	2.2	i	24	7	1	-9	-28&-22
O=C(NNC(=O)C1CC=CCC1)c1ccccc1O (centres undefined)	-3.9	10	0	-1.4	0.9	9	16	-1	7	6
COc1cccc(OCc2nc3ccccc3c(=O)n2N)c1	0.7	-2	1	-0.6	-0.2	-2	3	2	-8	-16
CCn1ncc(/C=N/NS(=O)(=O)c2ccc(Cl)cc2)c1C	-0.4	4	-6	0.5	i	4	0	-2	5	.
O=C(COC(=O)c1ccc(Br)o1)NC1CCCCC1	.	1	2	-0.9	-0.6	21	0	0	1	-6
CCOC(=O)N1CCC(NC(=O)c2ccc(CO)c(C(=O)NC3CCN(C(=O)OCC)CC3)c2)CC1	.	3	-2	-0.6	0.1	6	-4	-2	6	-5
CCCCn1nnnc1NCc1cc(OC)c(OC)cc1OC	3.5	-1	3	-1.2	-0.1	22	11	-2	7	0
COc1ccccc1OCC(=O)N1CCC2(CC1)CC(=O)c1ccccc1O2	4.1	5	5	-0.6	i	.	7	.	3	-10
COc1ccc(OC)c2c1cc(C(=O)N[C@H](C(=O)N1CCC[C@H]1C(=O)O)C(C)C)n2C	-1.1	11	-9	1.1	-0.5	20	19	0	1	3
Cc1cc(C(=O)N2CCCC(CNS(=O)(=O)c3cccs3)C2)nn1C (centres undefined)	.	1	5	0.0	.	8	3	4	9	3
COc1ccc(CCC(C)NCc2ccccc2OC)cc1 (centres undefined)	-1.1	1	10	2.7	i	13	8	0	10	4
Cc1ccc(NC(=O)C2CCCN(S(=O)(=O)c3cccc4cccnc34)C2)cc1 (centres undefined)	2.4	1	2	-3.4	i	8	-1	0	4	1
O=C(CN1C(=O)S/C(=C\c2ccc(F)cc2)C1=O)NC1C=CS(=O)(=O)C1 (centres undefined)	-1.1	1	1	0.9	-0.2	-20	33*	4	8	-10
Cc1ccc(NC(=O)COc2cccnc2[N+](=O)[O-])cc1S(=O)(=O)N1CCCCC1	.	-2	-7	-3.0	-0.3	8	-5	5	2	8
COc1cccc(NC(=O)CN(C)C(=O)/C=C/c2ccc(S(=O)(=O)N3CCCCCC3)cc2)c1	-0.6	-2	.	.	-1.3	.	4	.	2	.
C[C@H]1CN([C@@H](C)CO)S(=O)(=O)c2ccc(Br)cc2O[C@@H]1CN(C)C(=O)c1cccnc1	-1.3&3.5	2	.	.	i	.	-13	.	1	.
Cc1nn(-c2ccc(F)cc2)c(Cl)c1/C=C/C(=O)OCC(=O)Nc1ccc(F)cc1F	-0.6	-2	-6	-0.1	i	9	10	1	-23	-7
CC(C)c1ccc(NC2CCCN(C(=O)CCn3cnnn3)C2)cc1 (centres undefined)	1.6	1	-1	-0.2	-0.1	14	4	2	4	12

Reprinted from the entries so far for reference:
SMILES	BioA inh	FBA Mtb inh	Rv3671c inh	Mtb UGM inh	Vc quorum ag	VHR inh abs	GDH-TPI inh	SARS 3CLpro inh	MazF activator	SSB-PriA inh
O=C(NNC(=O)C1CC=CCC1)c1ccccc1O (centres undefined)	-3.9	10	0	-1.4	0.9	9	16	-1	7	6
COc1cccc(OCc2nc3ccccc3c(=O)n2N)c1	0.7	-2	1	-0.6	-0.2	-2	3	2	-8	-16
CCn1ncc(/C=N/NS(=O)(=O)c2ccc(Cl)cc2)c1C	-0.4	4	-6	0.5	i	4	0	-2	5	.
O=C(COC(=O)c1ccc(Br)o1)NC1CCCCC1	.	1	2	-0.9	-0.6	21	0	0	1	-6
CCOC(=O)N1CCC(NC(=O)c2ccc(CO)c(C(=O)NC3CCN(C(=O)OCC)CC3)c2)CC1	.	3	-2	-0.6	0.1	6	-4	-2	6	-5
CCCCn1nnnc1NCc1cc(OC)c(OC)cc1OC	3.5	-1	3	-1.2	-0.1	22	11	-2	7	0
COc1ccccc1OCC(=O)N1CCC2(CC1)CC(=O)c1ccccc1O2	4.1	5	5	-0.6	i	.	7	.	3	-10
COc1ccc(OC)c2c1cc(C(=O)N[C@H](C(=O)N1CCC[C@H]1C(=O)O)C(C)C)n2C	-1.1	11	-9	1.1	-0.5	20	19	0	1	3
Cc1cc(C(=O)N2CCCC(CNS(=O)(=O)c3cccs3)C2)nn1C (centres undefined)	.	1	5	0.0	.	8	3	4	9	3
COc1ccc(CCC(C)NCc2ccccc2OC)cc1 (centres undefined)	-1.1	1	10	2.7	i	13	8	0	10	4
Cc1ccc(NC(=O)C2CCCN(S(=O)(=O)c3cccc4cccnc34)C2)cc1 (centres undefined)	2.4	1	2	-3.4	i	8	-1	0	4	1
O=C(CN1C(=O)S/C(=C\c2ccc(F)cc2)C1=O)NC1C=CS(=O)(=O)C1 (centres undefined)	-1.1	1	1	0.9	-0.2	-20	33*	4	8	-10
Cc1ccc(NC(=O)COc2cccnc2[N+](=O)[O-])cc1S(=O)(=O)N1CCCCC1	.	-2	-7	-3.0	-0.3	8	-5	5	2	8
COc1cccc(NC(=O)CN(C)C(=O)/C=C/c2ccc(S(=O)(=O)N3CCCCCC3)cc2)c1	-0.6	-2	.	.	-1.3	.	4	.	2	.
C[C@H]1CN([C@@H](C)CO)S(=O)(=O)c2ccc(Br)cc2O[C@@H]1CN(C)C(=O)c1cccnc1	-1.3&3.5	2	.	.	i	.	-13	.	1	.
Cc1nn(-c2ccc(F)cc2)c(Cl)c1/C=C/C(=O)OCC(=O)Nc1ccc(F)cc1F	-0.6	-2	-6	-0.1	i	9	10	1	-23	-7

(cont.)
SMILES	BioA inh	FBA Mtb inh	Rv3671c inh	Mtb UGM inh	Vc quorum ag	VHR inh abs	GDH-TPI inh	SARS 3CLpro inh	MazF activator	SSB-PriA inh
O=C(c1cc(-c2ccccc2)nc2ccccc12)N1CCC2(CC1)OCCO2	-0.2	1	8	2.6	-0.1	7	6	0	-7	-15
CS(=O)(=O)ON=C1CCN(S(=O)(=O)c2ccccc2)CC1	.	-1	-6	2.5	i	10	2	-5	7	2
Cc1cc(S(=O)(=O)NC2CC(C)(C)NC(C)(C)C2)c(Cl)cc1Cl	-2.1	0	-2	1.4	i	60*	4	-8	5	-3
CC(=O)Cc1nsc(NC(=O)c2c(-c3ccccc3Cl)noc2C)n1	1.5	2	-7	2.0	-0.3	7	-4	-10	-17	-4
COc1cccc(C(=O)Nc2ccc(NC(C)=O)cc2)c1	0.0	0	1	-0.1	-1.3	4	11	5	6	-4
CC(C)Cn1cc(-c2cccc3nccn23)cn1	0.3	105*	.	.	-0.3	.	4	.	.	.
Cc1ccccc1C(=O)c1ccc2c(c1)n(C)c(=O)n2C	2.8	7	-1	-3.3	i	6	9	-3	-5	5
CCOc1cc(CNn2cnnc2)cc(Cl)c1OCC(=O)NC(C)(C)C	0.2	1	-1	0.1	i	-3	1	6	3	-3
O=C(NCC(=O)N1CC=C(c2ccccc2)CC1)c1ccc(OC(F)F)cc1	-1.0	-2	-7	-2.5	-1.0	.	0	.	-7	-7
CNC(=O)CN1C(=O)COc2ccc(S(=O)(=O)N3CCCCCC3)cc21	0.1	1	8	-0.1	-0.3	15	-4	0	8	9
C/C(=N\NC(=O)CNc1cccc(Cl)c1C)c1cccs1	2.1	3	3	1.1	-0.1	30	7	4	-1	.
CN1C(CC(=O)c2ccccc2)CCCC1CC(O)c1ccccc1 (centres undefined)	-0.6	-1	4	0.1	-0.2	3	-9	1	-2	3
CN1CCN(c2ccc(CNS(=O)(=O)Cc3cccc(C(F)(F)F)c3)cc2)CC1	1.5	1	-1	3.3	i	33	-3	0	3	5
COc1ccc(C(C)=O)c(OC(=O)c2ccco2)c1	0.2	3	14	-0.7	-0.2	-1	-2	0	3	-9
CC1CCCCN1C(=S)Nc1ccc2nc3n(c(=O)c2c1)CCCCC3 (centres undefined)	5.8	30*	-7	4.6	-0.6	-7	5	-2	2	-2
COc1ccc(/C=C/C(=O)NCCCc2ccccc2)cc1OC	2.3	6	-14	-1.9	i	-10	13	-6	-1	2
COc1cc(/C=N/NC(=O)c2cc3c(ccc4ccccc43)o2)cc(OC)c1O	0.0	5	9	-2.1	-11	7	49*	-1	.	.
Cc1nc(CCN2C(=O)c3ccccc3C2=O)n[nH]1	-2.8	3	-11	-3.2	-0.4	30	-10	-2	-4	-24
COc1ccc(NC(=O)C2C(c3ccccc3)C2(Cl)Cl)cc1 (centres undefined)	.	1	5	1.3	-0.4	5	-3	7	5	-16
O=C(NCC(c1cccs1)N1CCOCC1)c1cc(-c2ccccn2)nc2ccccc12 (centres undefined)	-1.5	6	0	1.6	-0.1	0	-9	1	-16	-6
COc1ccc(O)c(C(=O)CC(=O)c2cccnc2)c1	28	115*	.	.	-0.8	.	18	.	-7	-1
Cc1ccnc(NC(=O)CN(C)S(=O)(=O)c2cccc3nsnc23)c1	-1.3	1	7	-1.6	0.5	49	-4	1	9	4
C=CCn1c2ccccc2c2nnc(SCCN3CCCCC3)nc21	0.0	-1	3	-1.1	-0.3	34	22	-1	14	6
Cc1c(Cl)cccc1NS(=O)(=O)c1cn(C)c(=O)n(C)c1=O	-2.0	-2	-2	-2.0	-0.4	29	11	3	6	-4

Source: PubChem BioAssay (several laboratories)
